Screening data (PubChem)
FN deposit inh: inhibitors of fibronectin matrix deposition, primary screen, AH1F cells, Alexa488-fibronectin fluorescence, plate reader. AH1F fibroblasts, overnight. actives 0.086% (n = 350,000). inhibition, % at 12.6 µM. AID 743247, 2014;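 active = mean inhibition across replicates of 30% or more, regardless of how many single replicates reach that level; inconclusive = mean under 30% yet at least half of replicates reach 30%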;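 also: positive control wells lacked labelled fibronectin entirely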
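Assay system: AH1F fibroblasts / Quantity: 10000 cells per well / Medium: DMEM plus 2% serum, read in PBS / Reagent: labelled fibronectin 24 nM / Dosing: single dose, pinned / Times: 1 h cell attachment, overnight exposure to compound and label / Signal: fluorescence, ex 485 nm, em 525 nm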
XiGFP reactiv: activators of inactive X chromosome reactivation, primary screen, imaging, XiGFP fibroblasts, GFP high-content imaging, set 2 | actives 0.055% (n = 360,000) | XiGFP mouse fibroblasts, % GFP-positive cells imaging, 3 d; cells co-treated with 5-aza-dC sensitizer; scaled so ellipticine positive control = 100% | activation, % at 7.58 µM | AID 743238, 2013;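 active = mean normalized replicate activation at least 10% and every replicate at or above 10%; inconclusive = only one of the two criteria met; inactive = mean below 10% and not all replicates reach 10%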;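 also: 0% = median of on-plate neutral control wells and 100% = ellipticine 6 µM median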
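Assay system – SV40-immortalized XiGFP fibroblast cells, line 68-5-11 · Buffer or medium – DMEM supplemented with 5-aza-dC as sensitizing agent · Dosing – one concentration, pinned · Benchmarks – positive control ellipticine, 6 µM final · Times – 3 days compound exposure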
RAD52 anneal inh: RAD52 DNA annealing inhibitors, primary screen, biochemical, FRET, single point, set 2; DNA repair protein RAD52 homolog (Homo sapiens), P43351; recombinant RAD52 DNA annealing, FRET fluorescence; inhibition, % at 18.7 µM; actives 0.46% (n = 360,000); AID 651710, 2012;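 active = every replicate showing at least 50% inhibition; inconclusive = mean inhibition at least 50% but not in every replicate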
Target sequence (P43351 whole entry, looked up): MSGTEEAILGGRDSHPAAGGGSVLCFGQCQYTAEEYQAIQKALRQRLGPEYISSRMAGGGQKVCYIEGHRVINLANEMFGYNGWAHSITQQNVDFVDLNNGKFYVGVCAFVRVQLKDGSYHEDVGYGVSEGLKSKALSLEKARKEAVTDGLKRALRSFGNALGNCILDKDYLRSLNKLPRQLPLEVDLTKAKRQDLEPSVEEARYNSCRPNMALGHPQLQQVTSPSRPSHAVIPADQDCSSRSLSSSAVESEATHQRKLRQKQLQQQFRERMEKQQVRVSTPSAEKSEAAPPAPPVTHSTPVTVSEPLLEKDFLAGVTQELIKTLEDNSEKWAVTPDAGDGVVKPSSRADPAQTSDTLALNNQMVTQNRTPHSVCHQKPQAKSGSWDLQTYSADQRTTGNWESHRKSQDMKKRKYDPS
E-selectin induc: E-selectin induction in HUVECs, primary screen, imaging, HUVEC, immunofluorescence imaging, single point. P16581. normalized: neutral wells 0, TNF-alpha wells 100. activation, % at 7.58 µM. actives 0.37% (n = 260,000);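 active = mean E-selectin-positive cell signal at least 10% of the positive control, reached in at least 60% of replicates, without over 20% cell loss; inconclusive = no rule given, readout overlaps actives, possibly toxicity-flagged; inactive = the rest, including those meeting only one limit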;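 also: in these data hits start at about 27%; measured in HUVEC primary endothelial cells; signal is the percent of cells scored E-selectin positive by PE staining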
Target sequence (P16581 whole entry, looked up): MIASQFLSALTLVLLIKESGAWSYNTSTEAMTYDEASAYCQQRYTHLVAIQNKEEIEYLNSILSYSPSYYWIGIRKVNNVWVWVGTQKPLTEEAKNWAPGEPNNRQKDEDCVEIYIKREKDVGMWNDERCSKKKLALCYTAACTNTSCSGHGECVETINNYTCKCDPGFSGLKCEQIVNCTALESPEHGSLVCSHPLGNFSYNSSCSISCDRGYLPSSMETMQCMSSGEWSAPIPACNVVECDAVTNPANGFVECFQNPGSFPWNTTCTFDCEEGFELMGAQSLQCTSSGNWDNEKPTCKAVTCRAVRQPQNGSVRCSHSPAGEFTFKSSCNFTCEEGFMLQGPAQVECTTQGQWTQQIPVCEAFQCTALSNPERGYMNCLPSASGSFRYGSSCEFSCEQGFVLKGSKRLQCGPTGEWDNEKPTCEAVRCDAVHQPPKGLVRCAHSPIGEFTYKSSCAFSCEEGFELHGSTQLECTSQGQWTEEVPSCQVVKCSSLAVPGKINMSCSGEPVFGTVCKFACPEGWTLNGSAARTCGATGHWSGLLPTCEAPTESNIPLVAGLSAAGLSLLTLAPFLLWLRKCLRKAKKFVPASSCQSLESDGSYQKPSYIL
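Assay system: HUVEC, human umbilical vein endothelial cells / Amount: 3,000 HUVEC/well / Controls: TNF-alpha positive control, DMSO neutral control / Compound dosing: single concentration / Medium: EGM-2 over gelatin coat / Evaluation: percent E-selectin-positive cells / Signal: immunofluorescence imaging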
esBAF inh: Bmi1 luciferase reporter increase in mESCs, primary screen, esBAF inhibitor project, mouse ES cells, Bmi1 luciferase knock-in, single point. 24 h; 100% = twice the neutral-well signal. reporter increase, % at 12.5 µM. actives 2% (n = 350,000). AID 602393, 2012; in the data active = activation above about 40%; inconclusive = no clear call, values can overlap the other calls;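 also: 0% = median of the plate's neutral control wells and 100% = double that signal; a rise in the Bmi1 reporter signal indicates esBAF inhibition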
EWS-Fli block: EWS/Fli-driven NR0B1 reporter inhibitors, primary screen, A673 cells, NR0B1 luciferase, luminescence, MLPCN library; viability-normalised; inhibition, % at 12.6 µM; actives 0.67% (n = 350,000);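 active = mean inhibition of at least 50% after viability correction, with every replicate also passing that limit; inconclusive = mean reaches 50% but only one of two replicates passes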;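 also: firefly luciferase signal divided by Alamar Blue viability fluorescence both relative to DMSO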
RAD54 branch: inhibitors of human RAD54 branch migration, primary screen, biochemical, fluorescence, single point | DNA repair and recombination protein RAD54-like (Homo sapiens), Q92698 | RAD54 Holliday junction branch migration, FAM/BHQ fluorescence | inhibition, % at 10.4 µM | actives 0.14% (n = 360,000) | AID 602329, 2012;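 active = mean normalized replicate activity at least 40 and at least half of replicates scoring 40 or more; inconclusive = only one of the two criteria met; inactive = mean below 40 and under half of replicates reaching 40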;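 also: 0% = median of neutral control wells and 100% = median of positive control wells; inhibitors cause a drop in the FAM fluorescence signal; in these data hits start at about 50%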
S100A4 inh HTS: inhibitors of S100A4-myosin IIA peptide binding, primary screen, biochemical, fluorescence polarization, TAMRA-MyoIIA peptide | inhibition, % at 10.7 µM | Protein S100-A4 (Homo sapiens), P26447 | actives 0.14% (n = 360,000);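 active = mean inhibition of at least 70% across replicates, with every replicate also reaching that level; inconclusive = mean inhibition reaches 70% but some replicates fall short; inactive = mean inhibition below 70%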
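Material: S100A4 monomer protein | Medium: HEPES pH 7.2 with CaCl2, KCl, NaCl, DTT, Triton | Reagent: Labelled myosin peptide probe, 5 nM | Doses: One dose per compound | Times: 5 min incubation before reading | Benchmarks: Neutral control DMSO, positive control TFP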
An asterisk follows results filed as active; i = inactive; u = inconclusive; x = not tested or not shown.

no.	Compound	EWS-Fli block	esBAF inh	E-selectin induc	XiGFP reactiv
1	CC(C(=O)Nc1ccc(S(=O)(=O)N2CCOCC2)cc1)N1C(=O)C2CC=CCC2C1=O (stereo not given)	-2	x	-0.8	0.0
2	CC1(O)CC2CC1C(C(=O)O)C2C(=O)O (stereo not given)	-5	x	-0.2	0.2
3	C[C@H]1CN([C@@H](C)CO)C(=O)c2cc(Br)cnc2O[C@H]1CN(C)C(=O)c1ccccc1	-6	3	0.0	0.0
4	CC(C)(C)NCc1cc(Cl)ccc1OCc1cccs1	-6	-5	-0.2	-0.1
5	O=c1nc(N/N=C/C=C/c2ccccc2)cn[nH]1	22	x	-0.1	-0.1
6	O=C(CCNS(=O)(=O)c1cccc2nsnc12)NCc1ccccc1Cl	-2	-6	-1.5	0.0
7	N#C[C@@H]1N[C@H](CO)[C@H]1c1ccc(C#CC2CCCCC2)cc1	-2	-1	-0.2	0.0
8	C[C@H](CO)N1C[C@H](C)[C@H](CN(C)S(=O)(=O)c2cccs2)Oc2ccc(NC(=O)Cc3ccccc3)cc2CC1=O	3	-1	x	x
9	O=C(CSc1ccc(F)cc1)NC(=O)c1ccccc1	-15	-6	3.4	0.2
10	CCOC(=O)C1CCN(C(=O)c2ccc(N3CCOCC3)c([N+](=O)[O-])c2)CC1	0	0	x	0.2
11	Cc1ccccc1S(=O)(=O)N1CCCCN2[C@H](C1)[C@H](c1ccc(-c3ccccc3)cc1)[C@@H]2CO	10	x	x	x
12	COc1ccc(CN(C)C(C)C(=O)Nc2cccc3ccccc23)cc1 (stereo not given)	18	-10	0.0	0.2
13	COc1cc(C2C(c3ccccc3)C(c3cc(OC)cc(=O)o3)C2c2ccccc2)oc(=O)c1 (stereo not given)	17	13	x	x
14	COC(=O)C1(Cc2cc(-c3ccccc3)no2)CCN(C(=O)OC(C)(C)C)CC1	-29	u	-0.2	0.1
15	COc1ccc(N(CC(=O)NCCC2=CCCCC2)S(C)(=O)=O)cc1OC	15	5	x	x

no.	RAD52 anneal inh	RAD54 branch	FN deposit inh	S100A4 inh HTS
1	-3	x	1	-6
2	-4	x	x	-1
3	-6	2	x	-28
4	-3	-11	4	1
5	-138	x	-8	-12
6	-5	5	2	0
7	2	7	-4	-3
8	-5	-12	x	-7
9	-12	-5	x	4
10	-19	10	17	-3
11	34	6	x	-6
12	-23	x	5	-2
13	-2	1	x	0
14	-8	-12	0	19
15	-4	-5	x	0

(listing goes on)
no.	Compound	EWS-Fli block	esBAF inh	E-selectin induc	XiGFP reactiv
16	Cc1ccc(CNC(=O)C2CCCN(S(=O)(=O)N3CC(C)CC(C)C3)C2)cc1 (stereo not given)	x	-4	x	0.1
17	COc1ccc(N(CC(=O)NC(C)C)C(=O)CCC(=O)Nc2ccccn2)cc1	6	-8	x	0.0
18	CCC(=O)N1[C@H](CO)[C@H](c2ccccc2)C12CN(C(=O)Nc1ccccc1F)C2	-10	x	0.1	0.0
19	CCC(CC)c1nnc(NC(=O)c2cc([N+](=O)[O-])ccc2N2CCOCC2)s1	8	0	1.8	0.3
20	CCN1CCN(C(=O)c2ccc(Cl)c(S(=O)(=O)N3CCCCCC3)c2)CC1	8	x	x	0.0
21	COc1ccc(N2CC(C(=O)NNC(=O)c3ccc(Br)cc3)CC2=O)c(OC)c1 (stereo not given)	0	-4	x	0.2
22	COC(=O)[C@]1(Cc2ccccc2)N[C@H](CN(C)C(=O)Nc2ccccc2)[C@@H]2C(=O)N(C)C(=O)[C@@H]21	0	-2	0.0	0.0
23	O=C(CCCN1C(=O)/C(=C/c2ccccc2)SC1=S)NCCCn1ccnc1	-7	-12	x	0.1
24	COc1ccc(CN(C)C[C@@H]2Oc3c(NS(=O)(=O)c4ccccc4)cccc3C(=O)N([C@H](C)CO)C[C@@H]2C)cc1	-14	3	0.6	-0.1
25	O=C(N/N=C/c1ccccn1)c1cccc([N+](=O)[O-])c1	-4	x	2.1	0.0
26	Cc1cccc(Nc2nnc(-c3ccc(N4CCOCC4)c([N+](=O)[O-])c3)c3ccccc23)c1	-9	-5	x	0.0
27	O=C(COc1ccc2c3c(c(=O)oc2c1)CCC3)Nc1ccccn1	7	-22	4.2	0.0
28	Cc1ccn2cc(-c3ccc(NC(=O)c4ccco4)cc3)nc2c1	x	-27	x	0.1
29	C[C@H](CO)N1C[C@H](C)[C@H](CN(C)CC2CCCCC2)OCCCC[C@H](C)Oc2ccc(NS(=O)(=O)c3ccc(F)cc3)cc2C1=O	-7	-3	-0.1	0.4
30	Cn1c(=O)c2c(nc(N/N=C/c3ccco3)n2C)n(C)c1=O	-9	6	0.1	0.0

no.	RAD52 anneal inh	RAD54 branch	FN deposit inh	S100A4 inh HTS
16	-17	6	6	0
17	-8	12	4	4
18	-4	x	0	-16
19	-16	2	10	-6
20	-12	x	x	-5
21	-5	1	-8	-18
22	-6	8	3	-3
23	-7	5	-10	-30
24	2	8	x	7
25	-19	x	-9	-6
26	-8	-4	7	3
27	-3	-2	0	2
28	x	13	32*	x
29	44	-6	x	3
30	-1	6	-7	-1

(further entries)
no.	Compound	EWS-Fli block	esBAF inh	E-selectin induc	XiGFP reactiv
31	Cc1cccc(OCCCC(=O)Nc2ccc(S(N)(=O)=O)cc2)c1	-4	-2	-0.1	0.0
32	Cc1ccc(N2C(=O)C3CCCN3C2=S)cc1 (stereo not given)	-21	4	x	0.0
33	COc1cccc(C(=O)N(Cc2nc(-c3ccc(C)cc3)no2)C(C)C)c1	x	-1	x	x
34	O=C(O)c1cccc2c1-c1ccc([N+](=O)[O-])cc1C2=O	-3	x	-1.0	0.0
35	CO[C@H]1CN(C)C(=O)c2cc(NC(=O)C3CC3)ccc2OC[C@@H](C)N(CC2CCCC2)C[C@@H]1C	-3	-1	0.1	0.0
36	CC(=O)NC(=O)c1cnn(-c2ccccc2)c1N	-4	-1	-0.1	0.0
37	COc1ccc(Nc2nnc(SCC(=O)c3cc4ccccc4o3)s2)cc1	-4	x	x	-0.1
38	Cc1ccc(C2=N/C(=C\c3ccc(OS(=O)(=O)c4ccc(C)cc4)cc3)C(=O)O2)cc1	5	x	-1.5	0.2
39	C[C@@H]1CCCCO[C@H](CN(C)C(=O)Nc2ccc3c(c2)OCO3)[C@H](C)CN([C@H](C)CO)C(=O)c2cc(N(C)C)ccc2O1	-4	-1	-0.1	0.2
40	O=C(Nc1ccc(N2CCCC2)cc1)c1ccc(Cl)cc1Cl	-24	12	-0.1	0.0
41	O=C(CN1C(=O)CC(c2ccco2)Sc2ccccc21)Nc1ccccc1F (stereo not given)	4	1	2.4	0.1
42	O=C(CC1C(=O)NCCN1Cc1ccc(Cl)c(F)c1)NC1CCCCC1 (stereo not given)	-1	-7	0.0	0.1
43	CC(C)CC#Cc1cnc2c(c1)C(=O)N([C@H](C)CO)C[C@H](C)[C@@H](CN(C)Cc1cncnc1)O2	1	0	-0.2	-1.0
44	CCN1C(=O)c2cccc3c(S(=O)(=O)Nc4ccc(O)c(C(=O)O)c4)ccc1c23	x	-9	-0.9	0.0
45	COc1ccc(C(c2sc3nc(C)nn3c2O)N2CCN(Cc3ccccc3)CC2)cc1OC (stereo not given)	-5	-4	-0.4	-0.2

no.	RAD52 anneal inh	RAD54 branch	FN deposit inh	S100A4 inh HTS
31	-4	-9	6	-1
32	-7	-11	10	-12
33	-12	5	-9	-4
34	-26	x	x	-2
35	-6	3	-19	12
36	-4	x	-4	-46
37	-6	x	2	-1
38	-10	x	-3	1
39	5	2	x	-41
40	3	3	-1	0
41	-200	-11	2	4
42	-53	7	-2	1
43	1	-12	0	-31
44	-15	20	3	-2
45	-11	1	-8	0

The list continues:
no.	Compound	EWS-Fli block	esBAF inh	E-selectin induc	XiGFP reactiv
46	COc1ccc(NC(=O)Nc2ccc3c(c2)C(=O)N([C@@H](C)CO)C[C@@H](C)[C@H](CN(C)Cc2ccncc2)OCCCC[C@H](C)O3)cc1	-3	-6	-0.2	-0.1
47	Oc1ccccc1C=NN=Cc1c(O)ccc2ccccc12	-12	x	-0.4	0.0
48	O=C(OCC(=O)N1CCOCC1)c1cnc(Cl)c(Cl)c1	1	-5	x	-0.4
49	COC1(C)CN(Cc2ccccc2Br)[C@H](/C=C/c2ccccc2)[C@H](Cc2ccccc2)O1 (stereo not given in full)	6	x	x	x
50	COc1ccc(C(=O)COC(=O)c2cncc(Br)c2)cc1	-7	0	x	-0.5

no.	RAD52 anneal inh	RAD54 branch	FN deposit inh	S100A4 inh HTS
46	10	4	x	-2
47	i	x	-7	3
48	-10	3	-13	-2
49	5	2	x	-18
50	-29	-7	-7	-2

Ordered by number of heavy atoms (largest number first): part of the list above
no.	Compound	EWS-Fli block	esBAF inh	E-selectin induc	XiGFP reactiv
41	O=C(CN1C(=O)CC(c2ccco2)Sc2ccccc21)Nc1ccccc1F (stereo not given)	4	1	2.4	0.1
37	COc1ccc(Nc2nnc(SCC(=O)c3cc4ccccc4o3)s2)cc1	-4	x	x	-0.1
34	O=C(O)c1cccc2c1-c1ccc([N+](=O)[O-])cc1C2=O	-3	x	-1.0	0.0

no.	RAD52 anneal inh	RAD54 branch	FN deposit inh	S100A4 inh HTS
41	-200	-11	2	4
37	-6	x	2	-1
34	-26	x	x	-2
